# Source: PubChem BioAssay (Broad Institute)
# CFTR F508del cor – F508del CFTR correction, initial screen, CFBE line, single point. hit rate 0.36% among 350,000. activity (quench increase), % at 7.58 µM. CFBE cells, YFP halide quenching; stimulated with forskolin plus potentiator P3; % fluorescence drop versus neutral controls;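 active = mean added fluorescence quench of at least 8% versus neutral control, with both replicates also reaching 8%; inconclusive = only one of the mean or replicate conditions met; inactive = mean below 8% and not both replicates reaching 8%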;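 note: cells transiently co-express mutant CFTR-F508del with the halide-sensitive YFP; corrector assay measuring rescue of mutant channel to the surface after 24 h compound exposure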
# EWS-Fli inh – EWS/Fli-driven NR0B1 reporter inhibitors, primary screen, A673 cells, NR0B1 luciferase, luminescence, MLPCN library. viability-normalised. inhibition, % at 12.6 µM. hit rate 0.67% among 350,000;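 active = mean inhibition of at least 50% after viability correction, with every replicate also passing that limit; inconclusive = mean reaches 50% but only one of two replicates passes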;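 note: firefly luciferase signal divided by Alamar Blue viability fluorescence both relative to DMSO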
# Xi reactivation – activators of inactive X chromosome reactivation, primary screen, imaging, XiGFP fibroblasts, GFP high-content imaging, set 2. XiGFP mouse fibroblasts, % GFP-positive cells imaging, 3 d; cells co-treated with 5-aza-dC sensitizer; scaled so ellipticine positive control = 100%. activation, % at 7.58 µM. hit rate 0.055% among 360,000. AID 743238, 2013;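 active = mean normalized replicate activation at least 10% and every replicate at or above 10%; inconclusive = only one of the two criteria met; inactive = mean below 10% and not all replicates reach 10%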;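 note: 0% = median of on-plate neutral control wells and 100% = ellipticine 6 µM median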
#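 Schedule: 3 d treatment, 15 min room-temperature fixation; system: 68-5-11 XiGFP fibroblast line; buffer or medium: DMEM plus 5-aza-dC sensitizer; control set: ellipticine 6 µM positive control; compound: one concentration, pinned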
# ERp5 inh – inhibitors of ERp5-driven insulin aggregation, primary screen, biochemical, turbidity, absorbance 650 nm, single point; 90 min; inhibition, % at 9.99 µM; hit rate 0.05% among 350,000;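 active = mean replicate inhibition above about 25%, with every replicate also reaching it, limit read from the data, passing the limit was not always enough; inconclusive = only one of those two criteria met; inactive = neither criterion met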
# Target sequence (Q15084 whole entry, looked up): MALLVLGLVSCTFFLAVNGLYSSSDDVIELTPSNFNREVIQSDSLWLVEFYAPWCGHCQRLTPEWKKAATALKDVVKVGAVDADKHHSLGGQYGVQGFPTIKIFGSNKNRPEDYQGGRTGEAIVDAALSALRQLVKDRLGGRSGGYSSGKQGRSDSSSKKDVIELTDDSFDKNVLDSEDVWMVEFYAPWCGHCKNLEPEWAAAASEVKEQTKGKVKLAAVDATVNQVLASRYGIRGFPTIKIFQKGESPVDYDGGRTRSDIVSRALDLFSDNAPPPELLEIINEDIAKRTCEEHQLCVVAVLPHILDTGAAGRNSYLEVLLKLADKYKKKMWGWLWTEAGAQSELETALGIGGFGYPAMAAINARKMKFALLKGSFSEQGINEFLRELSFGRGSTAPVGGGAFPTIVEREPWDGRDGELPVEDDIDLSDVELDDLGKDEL
# ARNT TACC3 PPI – disruptors of ARNT/TACC3 protein interaction, primary screen, biochemical, AlphaScreen, single concentration; Transforming acidic coiled-coil-containing protein 3 (Homo sapiens), Q9Y6A5; AlphaScreen His-ARNT PAS-B/GST-TACC3 binding, luminescence; TACC3 fragment carries E629A point mutation; inhibition, % at 9.99 µM; hit rate 0.66% among 390,000;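 active = mean inhibition of replicates at least 50% and at least half of replicates each reaching 50%; inconclusive = half or more replicates reach 50% but mean below 50%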;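 note: 0% = complete ARNT plus TACC3 wells and 100% = ARNT alone without TACC3; many hits fall short of the cut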
# PAX8 inh HTS – inhibitors of PAX8-driven TPO luciferase reporter, primary screen, RMG-I cells, single concentration; SteadyGlo, 24 h; inhibition, % at 12.6 µM; hit rate 1.2% among 360,000; AID 652154, 2013;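 active = mean replicate inhibition at least 60% with every replicate also reaching 60%; inconclusive = only one of the two criteria is met; inactive = mean below 60% and not all replicates reaching 60%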;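 note: luciferase light reporting Pax8 driven TPO promoter activity; plate controls were median of neutral control wells for no effect and mitoxantrone controls for full effect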
# GSIS activator – GLuc luminescence reporter in INS-1E cells, primary screen for activators of glucose-dependent secretion of insulin. hit rate 0.61% among 370,000. INS-1E GLuc reporter insulin secretion, 2-3 h. activation, % at 16.6 µM;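 active = lowest replicate activation of at least 40%, so every replicate reaches that level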;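 note: 0% = median of neutral control wells and 100% = median of IBMX positive control wells; some compounds called inactive have numbers as strong as hits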
# DENV2 CPE – inhibitors of DENV2 cytopathic effect, primary screen, cell-based, plate reader, single concentration; DENV2-infected cells, cytopathic effect rescue; CPE inhibition, % at 9.99 µM; hit rate 1.7% among 350,000; AID 651640, 2012; in the data active = CPE inhibition above about 20%, passing the limit was not always enough; inconclusive = no clear call, values can overlap the other calls; tested in BHK-21 cells;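 note: 0% = median of neutral control wells and 100% = median of positive control wells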
# * hit, by the source's call; ? = inconclusive; . = no result given. Rows were taken by chance; any-hit rate near 4.2%.
SMILES,CFTR F508del cor,EWS-Fli inh,Xi reactivation,ERp5 inh,ARNT TACC3 PPI,PAX8 inh HTS,GSIS activator,DENV2 CPE
COc1cccc(S(=O)(=O)N(C)C[C@H]2Oc3cc(C#CCC(C)C)ccc3S(=O)(=O)N([C@@H](C)CO)C[C@@H]2C)c1,-2.9,21,-1.3,2,0,.,-19,3
C[C@H](NC(=O)C[C@@H]1C=C[C@@H](NS(=O)(=O)c2cccc(F)c2)[C@H](CO)O1)c1ccccc1,0.5,1,0.0,6,-11,-11,4,2
Cc1ccc(S(=O)(=O)N(C)C[C@@H]2Oc3ccc(NS(=O)(=O)c4ccccc4)cc3CC(=O)N([C@H](C)CO)C[C@@H]2C)cc1,-0.9,4,-0.9,-2,0,2,-6,-7
CC=Cc1ccc2n(c1=O)C[C@@H]1[C@@H](CO)[C@H](C(=O)NCCCN(C)C)N(Cc3cocn3)[C@H]21 (mixture of isomers),1.2,-2,0.2,3,1,-12,8,-1
O=C(C[C@@H]1CC[C@H](NC(=O)CC2CC2)[C@H](CO)O1)NCc1ccc(-c2ccccc2)cc1,-0.2,4,0.5,3,-5,23,10,-2
C[C@H]1CCCCO[C@@H](CN(C)Cc2ccccc2)[C@@H](C)CN([C@@H](C)CO)C(=O)c2cc(NC(=O)Nc3ccc(C(F)(F)F)cc3)ccc2O1,3.2,24,0.1,-1,-1,108*,8,-5
Cc1ccc(NC(=O)CN(C)C(=O)C(C)N2CCN(Cc3ccccc3C)CC2)cc1 (stereo not drawn),-2.8,4,0.0,-1,2,9,-13,9
CN(C(=O)COC(=O)Cn1c(C(F)(F)F)nc2ccccc21)c1c(N)n(Cc2ccccc2)c(=O)[nH]c1=O,3.7,5,0.0,0,0,.,-6,?
CCOc1ccc(-c2ncncc2-c2ccc(OC)c(OC)c2)c(O)c1,.,1,0.2,0,1,-9,13,5
CN(CC(=O)NCCN1CCOCC1)S(=O)(=O)c1ccc(Cl)cc1,1.0,8,0.0,7,-23,0,.,8
CC(C)C[C@H](NC(=O)OC(C)(C)C)c1n[nH]c(=S)n1N,.,.,0.0,.,6,-6,-2,.
O=C(CCC(=O)Nc1ccccc1)N/N=C/c1cccnc1,1.5,-4,-0.1,-22,-7,15,9,-2
COc1ccc(C(=O)NCC(=O)OCC(=O)N2CCN(S(=O)(=O)c3ccccc3)CC2)cc1,.,.,-0.1,.,-6,-3,0,.
O=C(N[C@@H](Cc1cccnc1)C(=O)N1CCC[C@H]1C(=O)NC1CCCC1)c1ccccc1,3.2,0,0.1,-6,.,0,17,4
CC(=O)N(CCC(c1ccco1)C(C)C)Cc1ccc(OC(C)C)cc1 (stereo not drawn),2.0,-2,0.0,1,0,14,4,2
CCc1nnc(NC(=O)CSc2nccn2-c2cccc(C)c2C)s1,0.5,11,-0.3,-5,-2,33,.,-6
COc1ccc2cc(C(=O)N3CCN(c4cccc(C)c4C)CC3)[nH]c2c1,3.2,-1,0.0,0,-1,16,-7,14
COCc1cn(CC[C@@H]2CC[C@@H](NC(=O)Nc3c(C)noc3C)[C@@H](CO)O2)nn1,-0.3,-7,0.2,4,-6,-6,4,3
O=C(/C=C/c1ccccc1)Oc1coc(CSc2ncccn2)cc1=O,-0.7,15,-0.1,-8,12,8,16,-1
COCCNC(=O)c1onc(CSc2ccc(F)c(F)c2)c1C(=O)O,-1.4,-5,0.0,3,-11,-1,9,5
COC(=O)CN1C(=S)N(c2ccc(Cl)cc2)C(=O)C1CC(=O)Nc1ccccc1 (stereo not drawn),-1.1,4,0.0,3,3,14,-13,-2
Nc1cccc(N=[N+]([O-])c2cccc(N)c2)c1,0.7,-73,0.0,-2,1,-153,.,-8
COc1ccc2c3c([nH]c2c1)[C@H](CO)N(S(C)(=O)=O)CC31CCN(C(=O)c2ccncc2)CC1,-0.9,6,0.4,-7,.,.,30,-3
O=C(O)C[C@H]1CC[C@H]2[C@@H](COC[C@H](O)CN2S(=O)(=O)c2ccc(Oc3ccccc3)cc2)O1,3.9,-6,0.2,0,-2,1,3,7
CC(C)NC(=O)N(C)C[C@H]1Oc2c(cccc2N(C)C)C(=O)N([C@@H](C)CO)C[C@@H]1C,-0.6,0,0.2,-2,-4,-22,15,12
SMILES,CFTR F508del cor,EWS-Fli inh,Xi reactivation,ERp5 inh,ARNT TACC3 PPI,PAX8 inh HTS,GSIS activator,DENV2 CPE
CCCNC(=O)c1cc(C2CCCCN2S(=O)(=O)c2cccc3cccnc23)on1 (stereo not drawn),0.4,-21,-0.1,0,.,-16,17,-14
Cc1cc(OCC(=O)N2CCN(c3ccccc3)CC2)c2c(C)c(C)c(=O)oc2c1,-1.2,.,0.0,2,-1,-3,11,2
COc1ccc(C(=O)NCCCn2ccnc2)cc1[N+](=O)[O-],1.3,9,-0.3,-3,-22,5,-2,5
CCOC(=O)c1c(CCl)nc2ccccc2c1C,-1.1,8,0.0,4,.,10,19,9
CCC(=O)N1CCN=C1SCc1ccc(F)cc1,-1.2,-28,0.3,4,.,-11,7,0
CCOc1ccc(NC(=O)CN2C(=O)NC(C)(c3ccc4c(c3)OCCCO4)C2=O)cc1OCC (stereo not drawn),-1.8,5,0.0,1,17,4,-3,0
O=[N+]([O-])c1ccccc1NC(=S)N/N=C/c1ccc(O)c(O)c1,3.2,-3,0.0,3,-2,-116,13,8
Cc1ccccc1Cn1ccc(=NCc2ccccc2)cc1,-1.2,13,0.0,6,.,85*,-23,-6
CCCN1C(=O)c2ccc(C(=O)Nc3cc(C)ccc3O)cc2C1=O,0.8,-48,-0.1,3,-3,-141,1,-5
CCC(=O)Nc1ccc2c(c1)OC[C@@H](C)N(Cc1ccccc1)C[C@@H](C)[C@H](OC)CN(C)C2=O,-1.2,6,0.3,-2,5,.,-12,-1
Cc1csc(=Nc2cccnc2)n1Cc1ccco1,-0.5,-1,0.2,-1,-1,-23,6,3
CC(C)C(NC(=O)CSc1ccc(Cl)cc1)C(C)C,-1.5,11,.,6,-8,.,-26,2
O=C(Cc1cccnc1)N1CC2(C1)[C@@H](c1ccccc1)[C@H](CO)N2C(=O)C1CCOCC1,1.2,.,0.2,-3,.,.,9,-12
COc1cccc(-c2cc(C(=O)NCC3CCCO3)c3cc(C)cc(C)c3n2)c1 (stereo not drawn),-3.5,-36,0.2,4,-6,-57,29,2
O=C(Nc1cccc(C(F)(F)F)c1)c1csc([C@H]2C[C@H](O)[C@@H](CO)O2)n1,-1.3,-7,0.2,3,.,.,.,-1
CC(c1nnc(SCC(=O)c2c(N)n(C3CC3)c(=O)[nH]c2=O)n1-c1ccc(F)cc1)N(C)C (stereo not drawn),-0.5,3,0.1,-8,5,-1,-6,-2
CN=C1SC(CC(=O)Nc2ccc(F)cc2F)C(=O)N1/N=C/c1ccc(OC(F)F)c(OC)c1 (stereo not drawn),3.1,20,0.3,-3,-1,15,13,-5
CC(C)NC(=O)N(C)C[C@H]1Oc2ccc(N(C)C)cc2CC(=O)N([C@H](C)CO)C[C@H]1C,-2.0,.,0.0,-7,8,-9,-1,2
Cn1cc(C(=O)NCc2ccc(Cl)cc2)c(=O)c2cc(S(=O)(=O)N3CCOCC3)ccc21,-0.9,.,-0.1,.,1,-3,-4,6
C[C@@H]1CN([C@H](C)CO)S(=O)(=O)c2ccc(C#Cc3cccnc3)cc2O[C@@H]1CN(C)C(=O)CN(C)C,-0.8,-5,-0.4,-1,.,.,11,-1
CC(C)CN(C(=O)c1cccc(S(=O)(=O)N2CCCCC2)c1)C1CCS(=O)(=O)C1 (stereo not drawn),0.4,.,0.2,2,-4,-4,-3,-7
O=C(C[C@@H]1CC[C@@H](NC(=O)c2ccncc2)[C@H](CO)O1)NCC1CC1,-2.4,-7,-0.4,-2,-1,.,5,?
O=C(CS(=O)(=O)c1ccccc1)NCc1ccccc1,1.5,.,-0.1,-2,3,5,14,11
CC(C)NC(=O)Nc1ccc2c(c1)C(=O)N([C@@H](C)CO)C[C@H](C)[C@H](CN(C)C(=O)Nc1cccc3ccccc13)O2,0.2,.,0.2,-2,7,9,0,0
CCOC(=O)C1CCN(c2ccc([N+](=O)[O-])c(C(C)=O)c2)CC1,-1.5,2,0.0,-2,35,12,0,.
SMILES,CFTR F508del cor,EWS-Fli inh,Xi reactivation,ERp5 inh,ARNT TACC3 PPI,PAX8 inh HTS,GSIS activator,DENV2 CPE
CCC(=O)N[C@@H]1CC[C@H](CC(=O)OC)O[C@@H]1CO,-0.7,-5,-0.1,6,-8,0,7,3
O=C(NC(Cc1ccccc1)C(=O)O)/C(=C/c1ccc(F)cc1)NC(=O)c1ccccc1 (stereo not drawn),3.7,3,0.0,-1,-4,-4,12,-1
COc1ccc(NC(=O)N(C)C[C@@H]2OCCCC[C@H](C)Oc3ccc(N(C)C)cc3C(=O)N([C@H](C)CO)C[C@H]2C)cc1,0.7,-7,-0.7,5,6,14,-4,-7
Cc1ccc(C)c(NC(=O)C2CCCN(S(=O)(=O)c3ccc4[nH]c(=O)ccc4c3)C2)c1 (stereo not drawn),-2.2,21,0.1,3,3,15,10,-5
C[C@@H]1CN([C@H](C)CO)C(=O)c2c(c3ccccc3n2C)-c2ccccc2CO[C@H]1CN(C)C(=O)Nc1cccc(F)c1,-3.1,0,-0.3,2,4,.,-16,-14
O=C(C1CC1)N1C[C@@H]2[C@H](c3ccccc31)[C@H](CO)N2C(=O)c1ccccc1,-3.3,-3,0.0,1,5,-17,1,0
COc1ccccc1C(=O)NC(=O)COC(=O)CCOc1ccccc1C,2.8,-3,0.2,-1,-3,-9,23,?
Cc1ccc(N(CC(=O)NC2CCCC2)C(=O)CCC(=O)Nc2ccccn2)cc1,0.9,10,-0.1,3,-14,-10,6,-1
Cc1cc(CNC(=O)COc2ccc(C#N)cc2)c2ccccc2n1,.,5,0.1,2,.,10,0,-2
C(=N\N1CCN(C(c2ccccc2)c2ccccc2)CC1)/c1ccc2c(c1)OCO2,-2.7,-7,-0.1,0,-1,-6,4,-7
O=C(Nc1ccc(N2CCOCC2)cc1)c1ccc(Cl)c(S(=O)(=O)N2CCCCC2)c1,-4.2,11,0.4,6,-43,-12,-17,2
CC[n+]1c(C)sc2c3ccsc3ccc21,3.1,6,0.1,2,-2,15,-3,-4
Cc1nn(-c2ccccc2)c(Cl)c1/C=N/Nc1nnc(C)c(=O)[nH]1,-0.8,0,0.0,0,6,-52,5,?
COc1ccc(C(CNC(=O)COc2ccccc2C)N2CCOCC2)cc1 (stereo not drawn),1.5,9,0.0,2,-1,-7,-6,-3
CC1CC(NS(=O)(=O)c2cccs2)CC(C)(C)C1 (stereo not drawn),0.6,6,.,-4,-1,.,0,10
COCCN(CCOC)C(=O)c1cc2sc3ccccc3c2s1,3.3,-18,.,4,0,.,13,-3
COc1ccc(C=O)c(-c2c(CCO)sc3ccccc23)c1,2.0,2,0.2,-1,.,-14,-15,-2
